# Assay outcomes from PubChem BioAssay.
# MsrA inhibitor: bovine MsrA inhibition; purified bovine MsrA, absorbance read-out; inhibition, % at 15.5 µM; 0.75% of 360,000 active; in the data active = inhibition above about 4.5%;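 note: 0% = vehicle wells with enzyme and 100% = reference inhibitor wells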
# Scp-1 inhibitor: inhibitors of human Scp-1 phosphatase. Q9GZU7. Recombinant Scp1, phosphopeptide, malachite green phosphate absorbance. inhibition, % at 20 µM. 0.88% of 340,000 active. AID 493091;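 active = inhibition above about 50% at 20 µM, limit read from the data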;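 note: plate controls were DMSO wells with enzyme for no effect and wells lacking enzyme for full effect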
#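 assay system = SCP-1 phosphatase catalytic domain, residues 76-261 | buffer or medium = 50 mM Tris acetate pH 5.5, 0.005% Tween-20, 10 mM MgCl2 | incubation = enzyme reaction 45 min at room temperature, colour 5 min, stabilisation 30 min | signal = Phosphate-binding colour reagent, absorbance read at 630 nm | measure = % inhibition at 20 µM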
# LMPTP block: blocks human LMPTP phosphatase | P24666 | recombinant LMPTP-A, OMFP fluorogenic substrate, fluorescence intensity | inhibition, % at 20 µM | 0.22% of 360,000 active | AID 651560;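 active = compounds that cut the enzyme signal by at least half of the control window in the single-dose screen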;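 note: plate controls were DMSO wells with enzyme plus substrate for no effect and substrate without enzyme for full effect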
# Target sequence (P24666 whole entry, looked up): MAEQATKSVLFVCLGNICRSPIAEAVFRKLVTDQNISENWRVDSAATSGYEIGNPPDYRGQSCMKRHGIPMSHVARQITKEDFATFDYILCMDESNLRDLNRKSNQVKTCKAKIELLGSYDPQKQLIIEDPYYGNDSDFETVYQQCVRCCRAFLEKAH
#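 Test system – LMPTP-A enzyme · Amount – LMPTP-A at 0.625 nM final in the reaction · Buffer or medium – Bis-Tris pH 6.0, DTT, detergent · Reagent – OMFP 400 µM · Doses – single 20 µM dose · Schedule – reaction 50 min, room temperature, dark · Detection – fluorescence intensity of OMFP turnover product · Evaluation – percent inhibition versus substrate-only and uninhibited controls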
# TbMetRS inhib: blocks T. brucei methionyl-tRNA synthetase activity. inhibition, % at 11.9 µM. 0.4% of 360,000 active. AID 624268. purified T. brucei MetRS, ATP depletion, Kinase-Glo luminescence;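 active = inhibition above a per-plate cutoff of the control wells' mean inhibition plus 3 SD, cut at about 5.5% in these data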;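 note: 0% = DMSO wells median and 100% = median of wells with control inhibitor compound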
#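 Material: T. brucei methionyl-tRNA synthetase, purified; reagent: substrates ATP, L-methionine and bulk Escherichia coli tRNA; dosing: 11.9 µM single point; timing: 15 min plus 2 h at 25 °C; detection: luminescence of leftover ATP; evaluation: % inhibition; control set: DMSO-only wells as low control; replicates: singlicate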
# SUMO1 PPI mod: SUMO1-SIM interaction modulation; 0.33% of 360,000 active; SUMO1 binding to a labelled peptide, TR-FRET, 1 h; inhibition, % at 20 µM; in the data active = inhibition above about 37%
# CSN inh: blocks human CSN-mediated cullin deneddylation; Q92905; Purified CSN, SCF-Nedd8-OG deneddylation, fluorescence polarization; inhibition, % at 12.5 µM; 0.38% of 360,000 active; AID 651999;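 active = pattern-corrected inhibition above about 35%, with an unprinted fluorescence ratio check between 0.5 and 1.5, limit read from the data, passing the limit was not always enough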;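 note: 0% = enzyme with substrate and 100% = substrate without enzyme; some results filed as inactive read as strong as hits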
# Target sequence (Q92905 whole entry, looked up, one chain of several): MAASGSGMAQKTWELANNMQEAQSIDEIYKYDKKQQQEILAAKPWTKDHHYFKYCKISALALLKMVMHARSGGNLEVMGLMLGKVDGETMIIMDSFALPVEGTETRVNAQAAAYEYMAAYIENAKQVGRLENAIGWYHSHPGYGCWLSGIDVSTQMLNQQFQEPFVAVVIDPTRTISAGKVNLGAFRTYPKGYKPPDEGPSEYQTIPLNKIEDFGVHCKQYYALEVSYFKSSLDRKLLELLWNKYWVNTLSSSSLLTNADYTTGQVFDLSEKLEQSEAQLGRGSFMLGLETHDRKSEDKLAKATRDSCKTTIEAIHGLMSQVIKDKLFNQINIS
#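 Assay system: Purified human Csn5 enzyme expressed in HEK293T cells | Amount: Enzyme 0.24 nM | Measured by: Fluorescence polarization readout | Medium: Tris/NaCl/DTT buffer, pH 7.5 | Compound dosing: One concentration, 12.5 µM, 0.25% DMSO | Times: 90 min incubation of compound, enzyme and substrate at room temperature | Control set: no-enzyme wells high, enzyme-with-substrate wells low | Read-out: % inhibition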
# STEP block: STEP (human) phosphatase inhibition; 0.25% of 360,000 active; inhibition, % at 20 µM; recombinant STEP, OMFP fluorogenic substrate, fluorescence; P54829;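 active = inhibition at 20 µM, scaled per plate between control wells, above about 37%, limit read from the data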;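 note: 0% = DMSO with enzyme and substrate and 100% = substrate only without enzyme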
# Target sequence (P54829 whole entry, looked up): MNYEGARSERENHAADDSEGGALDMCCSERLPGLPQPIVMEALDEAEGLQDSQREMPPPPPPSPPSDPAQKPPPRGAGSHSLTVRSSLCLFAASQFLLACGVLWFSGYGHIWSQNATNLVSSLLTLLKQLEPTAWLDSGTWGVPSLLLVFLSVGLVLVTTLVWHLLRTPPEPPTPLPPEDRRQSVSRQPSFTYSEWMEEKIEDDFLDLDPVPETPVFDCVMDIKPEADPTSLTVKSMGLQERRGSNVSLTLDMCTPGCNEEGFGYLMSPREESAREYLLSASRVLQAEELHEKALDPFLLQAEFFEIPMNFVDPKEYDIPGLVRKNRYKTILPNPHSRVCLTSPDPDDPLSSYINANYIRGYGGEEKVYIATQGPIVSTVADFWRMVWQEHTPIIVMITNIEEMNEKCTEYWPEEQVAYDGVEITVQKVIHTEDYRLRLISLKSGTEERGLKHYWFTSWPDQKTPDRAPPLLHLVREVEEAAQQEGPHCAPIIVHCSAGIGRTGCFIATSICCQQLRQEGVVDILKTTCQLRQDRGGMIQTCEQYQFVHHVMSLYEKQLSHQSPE
#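 material = STEP tyrosine phosphatase | reagent = fluorogenic phosphatase substrate OMFP at 25 µM final | doses = single compound dose of 20 µM, 1% DMSO final | schedule = 20 min reaction, room temperature, in the dark | measured by = fluorescence, 480/540 nm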
# NadD block: blocks S. aureus nicotinate mononucleotide adenylyltransferase. AID 602399. 0.78% of 360,000 active. purified NadD enzyme, colorimetric absorbance read-out. inhibition, % at 20 µM; in the data active = inhibition above about 26%; note: some compounds past the cut are filed as inactive
# DNMT1 inh: inhibitors of human DNMT1; P26358; 0.83% of 360,000 active; inhibition (reported as % activation of signal), % at 10 µM; DNMT1 molecular beacon, Hinp1I cleavage, fluorescence; in the data active = inhibition above about 50%
# Rpn11 block: Rpn11 (human) deubiquitinase inhibition | O00487 | human 26S proteasome, Ub4-pepOG fluorescence polarization; 20S core pre-blocked with epoxomicin | calls only at 20 µM | 0.59% of 360,000 active;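 active = inhibition at 20 µM, scaled to each plate's controls, above about 33%, limit read from the data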
# * hit, by the source's call; i = inactive; x = not tested or not shown. Compounds were not picked by outcome; any-hit rate near 3.9%.
compound	MsrA inhibitor	Scp-1 inhibitor	LMPTP block	TbMetRS inhib	SUMO1 PPI mod	CSN inh	STEP block	NadD block	DNMT1 inh	Rpn11 block
CSc1nc(=O)n(CCC#N)nc1SC	0.3	x	0.4	0.3	-21	-1	0	5	2	i
CCn1c(=O)cc(OCC(=O)NCc2cccs2)c2ccccc21	2.0	-5	-0.6	-0.1	1	2	2	-4	2	i
O=c1c2ccccc2[nH]c(=S)n1CCN1CCc2ccccc2C1	1.5	-1	-1.3	-0.3	-8	0	-1	-6	-2	i
Nc1nc(Nc2cccc(Cl)c2)nc(NCCO)c1[N+](=O)[O-]	4.0	-13	0.6	3.7	-16	1	-3	-6	-5	i
CCOc1ccc(N=C(NC#N)SCC(=O)NC2CC2)cc1	1.1	-1	-1.6	-0.8	-1	2	-1	2	1	i
CC(=O)c1cccc(N=Nc2c(C)[nH]c3ccccc23)c1	0.2	2	0.7	0.3	-9	-1	-1	2	-18	i
CCOc1c(C)cnc2c1c(=O)n(CC(=O)NCC1CCCO1)c(=O)n2C (configuration not stated)	0.0	-2	-1.6	-0.2	0	-1	0	-3	1	i
COc1ccccc1NC(=O)CSc1nnc(Cn2cnc3ccccc32)n1C	-1.7	-6	0.1	-0.7	2	4	0	-7	4	i
Cc1ccc(NC(=O)Cn2nnc(C(=O)NCc3cccs3)c2N)cc1Cl	0.9	-6	6.9	0.0	5	6	2	-2	23	i
CC1C(=O)N2CCCc3cc(NC(=O)C(=O)NCCc4c[nH]c5ccccc45)cc1c32 (configuration not stated)	1.0	-9	1.5	-0.2	5	3	3	6	-3	i
Cc1ccc(C)c(NC(=O)CSc2ccc(-c3cccs3)nn2)c1	-0.4	12	0.0	0.5	1	6	6	-2	40	i
O=C(CCN1CCN(c2ccccc2)CC1)NNC(=O)Cc1c(F)cccc1Cl	-0.3	0	-0.5	-0.4	-1	0	0	-4	1	i
Cc1ccc(CSc2ncnc3c2cnn3-c2ccccc2)cc1	-0.7	-4	0.8	-0.8	-4	-9	3	-8	6	i
Cn1c(COc2cccc3ccccc23)nnc1SCC(=O)OC1CCCCC1	-0.4	3	6.9	-0.9	1	5	3	4	-2	i
O=C(CN1CCC(n2nnc3cc(F)ccc32)CC1)N1CCc2ccccc2C1	-1.5	-10	-1.3	0.2	-3	4	-1	-4	2	i
COc1ccc(OC)c(C2C(C(N)=O)=C(C)Nc3nc(CCCO)nn32)c1 (configuration not stated)	0.3	-10	-1.3	0.6	6	6	-3	1	-2	i
C[C@]12c3[nH]c4ccccc4c3CCN1C(=O)C(CC(=O)NCc1cccc(C(F)(F)F)c1)C[C@@H]2C(=O)N1CCOCC1 (some centres not stated)	-0.7	-12	-1.0	-0.6	-1	0	-1	1	-2	i
Cc1ccc(Cl)cc1N1CCN(c2cccc[n+]2C)CC1	2.0	99*	-0.1	-1.1	1	-3	-2	14	9	i
CCOc1ccc(NC(=O)CN2CCN(Cc3c(F)cccc3F)CC2)cc1	-0.9	-1	-1.6	-1.2	1	-1	0	-4	1	i
CN(CC(=O)Nc1ccccc1Cl)C(=O)COC(=O)c1ccc(Cl)cc1[N+](=O)[O-]	2.1	-8	-0.4	-0.2	-25	-3	1	-5	-1	i
COCCCNC(=O)C[C@@H]1C[C@@]2(C(=O)OC)CC(C)(C)CC=C2N(CCc2ccc(OC)c(OC)c2)C1=O	-0.6	x	-0.7	0.3	-2	3	x	x	x	x
Brc1ccc([C@H]2C=C[C@H]3CCCN4CC[C@H]2[C@@H]3[C@]42CO2)cc1	1.4	x	1.4	-0.6	1	-1	x	12	x	x
O=S(=O)(NC(=NC1CCCC1)C(F)(F)F)c1ccccc1	-2.4	-1	0.5	-2.2	-4	-3	-1	2	-3	i
CC(NC1CCCC1)c1ccccc1 (configuration not stated)	0.0	-9	0.9	-0.3	-5	-3	-1	-4	1	i
O=C(COc1cc(F)ccc1[N+](=O)[O-])NCCCc1ccccc1	-2.0	-8	-0.6	-0.4	-12	1	-1	-3	-1	i
O=C(CCN1C(=O)/C(=C/c2ccc3c(c2)OCO3)SC1=S)Nc1cccc(C(=O)O)c1	-0.1	69*	3.3	-0.6	0	5	7	12	4	i
O=C(N/N=C/c1ccc(O)cc1O)/C(=C/c1ccccc1)CCO	3.6	-8	-1.3	-0.1	-4	2	0	-2	2	i
O=C(Nc1cccc([N+](=O)[O-])c1)NC1CCS(=O)(=O)C1 (configuration not stated)	1.1	-2	-0.3	0.1	-25	-4	-2	8	0	i
O=C1OCc2cccc3cccc1c23	1.2	10	0.2	-1.3	-11	-6	1	-6	3	i
CN(C)c1ccc(/C=C(\NC(=O)c2ccccc2)C(=O)NCc2ccncc2)cc1	4.7*	-5	1.0	-0.5	-6	9	2	0	-2	i
CCOc1cc(C)c(S(=O)(=O)N2CCCC2)cc1C	-1.6	-7	0.1	-0.5	0	5	1	3	1	i
CCN1CCC(NCCc2ccc(F)cc2)CC1	0.7	-9	-4.0	-0.1	-4	1	-2	-2	2	i
O=C(NCc1ccncc1)C(=O)C1C(=O)Nc2ccccc21 (configuration not stated)	-0.2	2	1.0	-1.2	-5	2	0	-2	5	i
CC1Cc2nc(SCC(=O)Nc3nc4ccccc4s3)n(C)c(=O)c2S1 (configuration not stated)	0.9	-15	1.9	0.0	-1	7	-3	6	-10	i
Cc1nn2cnnc2c(C)c1Cc1c(F)cccc1Cl	-0.7	-9	0.7	0.3	-1	-4	1	0	1	i
O=C(Nc1cccc(Br)c1)c1ccc(CN2CCc3ccccc3C2)cc1	1.2	4	0.5	-1.6	1	4	3	0	-2	i
CC(=O)CCn1cc([N+](=O)[O-])nc1C	0.1	-3	-0.5	-0.5	-7	2	0	-5	0	i
C=C1c2cc(C)ccc2NC(=O)N1c1ccccc1	1.9	-1	-2.3	-0.5	-10	-2	-3	2	-5	i
Cc1cccc(NCC(=O)N/N=C\c2c[nH]c3ccccc23)c1	1.3	-7	1.1	0.4	-3	5	-4	10	-9	i
Cc1ccc(NC(=O)CCC(=O)NNC(=O)c2ccco2)cc1C	-0.5	-4	-1.6	0.4	-2	-7	-4	-10	4	i
COc1ccc(S(=O)(=O)Oc2cccc(/C=N/N=C3/NC(=O)C(CC(=O)O)S3)c2)cc1 (configuration not stated)	5.2*	-4	-0.8	0.8	-1	0	7	3	2	i
CCC(=O)OCC(=O)[C@@]1(OC(=O)CC)[C@@H](C)C[C@H]2[C@@H]3CCC4=CC(=O)C=C[C@]4(C)[C@@]3(Cl)[C@@H](O)C[C@@]21C	-0.8	-14	2.0	-0.8	7	6	1	2	-4	i
Cc1ccc(S(=O)(=O)N2CCCOC2CNC(=O)C(=O)NC2CCCC2)cc1 (configuration not stated)	1.4	-7	-1.5	-0.2	4	-1	1	1	1	i
COCCN1Cc2cccc(C(=O)Nc3c(C)cccc3C)c2C1=O	0.6	-5	-0.7	-0.2	0	-1	-7	-4	4	i
CCc1nc(Nc2ccc(F)cc2)c2oc3ccccc3c2n1	0.8	-4	3.6	-0.2	1	3	0	-3	1	i
Cc1cc(C)cc(-n2c(C)c3c(C)nnc(C)c3c2C)c1	0.5	6	-4.1	-0.2	-6	9	3	22	-14	i
CC1CN(C(=O)CCCN2C(=O)c3ccccc3C2=O)CC(C)O1 (configuration not stated)	0.7	-2	-1.1	-1.9	2	5	-3	-6	11	i
COc1ccccc1C(=O)NNC(=O)c1ccncc1	1.0	-1	-1.3	-0.3	-2	-2	2	1	0	i
Cc1ccccc1-c1nc(C#N)c(N2CCCCC2)o1	8.4*	-19	2.1	-0.5	2	-2	-2	-13	-1	i
Oc1cccc(Oc2ncc(C(F)(F)F)cc2Cl)c1	0.2	-13	1.4	-0.8	3	3	1	-5	5	i
COc1ccc(/C=C/C(=O)NC(=S)NNC(=O)c2cccnc2)cc1	6.0*	-1	-1.8	-0.5	-11	4	2	3	1	i
Cc1nc(NC(=O)C23CC4CC(CC(C4)C2)C3)sc1Cc1ccc2c(c1)OCO2	0.8	4	4.2	-1.3	2	0	-1	5	-4	i
CCC12CN3CC(CC)(CN(C1)C3c1c(O)ccc3ccccc13)C2=O (configuration not stated)	-0.3	1	0.6	-0.1	0	-3	0	-5	-8	i
O=S(=O)(NCc1ccco1)N1CCOCC1	0.4	-3	-0.6	-0.6	-2	2	2	3	3	i
O=C(c1ccc([N+](=O)[O-])cc1)N1CCSC1c1cccc(Cl)c1 (configuration not stated)	-0.3	5	0.0	-0.6	-20	-9	-3	-4	3	i

# 8 neighbouring records out of the list so far:
compound	MsrA inhibitor	Scp-1 inhibitor	LMPTP block	TbMetRS inhib	SUMO1 PPI mod	CSN inh	STEP block	NadD block	DNMT1 inh	Rpn11 block
COc1ccccc1C(=O)NNC(=O)c1ccncc1	1.0	-1	-1.3	-0.3	-2	-2	2	1	0	i
Cc1ccccc1-c1nc(C#N)c(N2CCCCC2)o1	8.4*	-19	2.1	-0.5	2	-2	-2	-13	-1	i
Oc1cccc(Oc2ncc(C(F)(F)F)cc2Cl)c1	0.2	-13	1.4	-0.8	3	3	1	-5	5	i
COc1ccc(/C=C/C(=O)NC(=S)NNC(=O)c2cccnc2)cc1	6.0*	-1	-1.8	-0.5	-11	4	2	3	1	i
Cc1nc(NC(=O)C23CC4CC(CC(C4)C2)C3)sc1Cc1ccc2c(c1)OCO2	0.8	4	4.2	-1.3	2	0	-1	5	-4	i
CCC12CN3CC(CC)(CN(C1)C3c1c(O)ccc3ccccc13)C2=O (configuration not stated)	-0.3	1	0.6	-0.1	0	-3	0	-5	-8	i
O=S(=O)(NCc1ccco1)N1CCOCC1	0.4	-3	-0.6	-0.6	-2	2	2	3	3	i
O=C(c1ccc([N+](=O)[O-])cc1)N1CCSC1c1cccc(Cl)c1 (configuration not stated)	-0.3	5	0.0	-0.6	-20	-9	-3	-4	3	i
